# From PubChem
# PI4K2A block – blocks human PI4K2A kinase activity; Q9BTU6; purified PI4K2A, ADP-Glo luminescence, 1 h; stronger effect = lower value; 420,000 tested, 0.13% active; activity change, negative = inhibition, % at 76.9 µM; in the data active means activity change below about -50%;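 further: -100% = wells without enzyme as full effect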
# Target sequence (Q9BTU6 whole entry, looked up): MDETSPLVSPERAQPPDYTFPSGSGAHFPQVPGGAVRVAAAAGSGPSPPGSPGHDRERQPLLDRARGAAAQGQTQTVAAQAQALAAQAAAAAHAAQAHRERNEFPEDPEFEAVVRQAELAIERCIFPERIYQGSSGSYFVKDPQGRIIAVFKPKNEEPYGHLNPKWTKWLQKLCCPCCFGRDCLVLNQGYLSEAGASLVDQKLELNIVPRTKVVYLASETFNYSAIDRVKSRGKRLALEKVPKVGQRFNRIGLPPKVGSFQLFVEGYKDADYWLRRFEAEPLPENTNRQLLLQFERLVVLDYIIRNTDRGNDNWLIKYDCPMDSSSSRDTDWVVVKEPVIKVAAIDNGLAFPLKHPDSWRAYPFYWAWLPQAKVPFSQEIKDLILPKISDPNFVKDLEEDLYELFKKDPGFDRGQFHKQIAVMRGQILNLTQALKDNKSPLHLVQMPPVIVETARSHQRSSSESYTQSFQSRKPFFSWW
#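 Compounds are screened against recombinant PI4K2A using PI as substrate and ATP, the latter dispensed at 300 microM. Reactions run one hour at ambient temperature before ADP-Glo detection; full inhibition defined by wells lacking enzyme.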
# The depositor's hits bear a star.
SMILES,PI4K2A block
COC(=O)[C@]12C[C@H](CC(=O)NCC34CC5CC(CC(C5)C3)C4)C(=O)N(Cc3ccc4c(c3)OCO4)C1=C[C@H](C(C)C)O[C@@H]2C1CC1,2.5
COC(=O)[C@]12C[C@H](CC(=O)N3CCC(c4ccccc4)CC3)C(=O)N(Cc3ccccc3)C1=C[C@H](COCc1ccccc1)O[C@@H]2C,-0.9
CC(C)c1ccc(NC(=O)O[C@@H]2CC[C@@]34CCCN3C(=O)CCC[C@H]4C2)cc1,3.8
CCCC1CCC2(CC1)CCC2OC(=O)Nc1ccccc1C (configuration not stated),0.1
CCOC(=O)[C@]12CCCC3=C1N(CCC3)C(=O)[C@@H](CC(=O)N1CCC(c3ccccc3)CC1)C2,5.8
Nn1c(SCC(=O)N2c3ccccc3Sc3ccc(Cl)cc32)nnc1-c1cc(-c2ccc(F)cc2)n[nH]1,-5.2
C=CCN1C(=O)[C@@H](CC(=O)N2CCN(C(=O)OCC)CC2)[C@]2(C(=O)OC)CCCCC=C12,-1.6
COc1ccc(NC(=O)N2CCC(c3nc4ccc(Cl)cc4[nH]3)CC2)cc1OC,-8.2
C[C@H]1[C@@H](NC(=O)C2CCOC2)CC[C@@]23CCCN2C(=O)CCC[C@@H]13 (some centres not stated),-4.8
O=C(NCCc1c[nH]c2ccccc12)OCc1cn(-c2ccc(Cl)cc2)nn1,-0.4
O=C(Cn1c(-c2cncs2)nc2ccccc21)N1CCCCC1,23.5
COc1ccc(NC(=O)CSc2nnc(-c3n[nH]c4c3CCC4)n2N)cc1OC,1.6
C=CCc1cccc(C=NNC(=O)c2ccco2)c1O,4.1
CCCC/C=C1/[C@H](CC)N(C)C2=N[C@@H](c3ccccc3)CC(=O)N21,2.3
CCOc1ccc(Oc2c(Cl)c(Br)nn(Cc3cccc4ccccc34)c2=O)cc1,0.6
COC(=O)[C@]12C[C@H](CC(=O)NCCC(C)C)C(=O)N(Cc3ccc(Cl)cc3Cl)C1=C[C@H](C(C)(C)C)O[C@@H]2C,-2.7
Cc1ccc(NC(=O)OC2CC3CC2[C@H]2CCCCN2[C@H]3C)cc1 (some centres not stated),2.2
Cc1cc(N2CCC(C)CC2)nc2ccccc12,-2.2
O=C(OCc1cn(Cc2cccc(Cl)c2)nn1)N1CCOCC1,-1.2
O=C(Nc1ccc(Cl)cc1)Nc1ccccc1C(=O)N1CCCC1,1.7
OC[C@]1(O)OC[C@@H](O)[C@H](O)[C@@H]1O,0.7
CC(C)NC(=O)N[C@@H]1C[C@@H]2O[C@@H](CO)CC[C@@H]2O[C@@H]1CCc1ccc(-c2ccc(F)cc2)cc1,-1.7
COc1ccc(C(=O)C2CCN(c3ncnc4sccc34)CC2)cc1,2.9
COc1c(C)c2c(c(O)c1C/C=C(\C)CCC(=O)OCCN1CCOCC1)C(=O)OC2,-0.9
COc1ccc(S[C@]2(C(=O)N(C)C)CC(=O)N(c3ccsc3)[C@@H]2c2ccc(OC)cc2)cc1,-0.8
COc1cc(NC(=O)c2ccccc2)c(C)cc1NC(=O)CSc1nnc(-c2cnccn2)n1-c1ccc(C)cc1,2.4
CCOC(=O)[C@@]12CN(C(=O)OC(C)(C)C)CC=C1N(Cc1ccc(OC)cc1)C(=O)[C@H]2CC(=O)NCCCN1CCCC1=O,-0.2
COc1cccc(N(C)C(=O)[C@@H](C2CC2)[C@@H](O)c2ccc3ccccc3c2)c1,-2.8
O=C(NC1CCCCN(Cc2cccc(Cl)c2)C1=O)c1ccc(-c2ccccc2)cc1 (configuration not stated),-0.9
CC(C)N1CCCCC(NC(=O)c2ccc(Cl)cc2Cl)C1=O (configuration not stated),-1.9
Cc1cc(Br)ccc1OCCCN1CCC(C(O)(c2ccccc2)c2ccccc2)CC1,-5.6
COCCCNC(=O)C[C@H]1C[C@@]2(C(=O)OC)C(=C[C@H](C(C)C)O[C@@H]2C2CC2)N(Cc2ccc(Cl)cc2Cl)C1=O,0.1
COc1ccc(-c2c(Cc3ccccc3)nc(NC(=O)c3ccccc3F)n2C)cc1,3.8
COc1ccccc1/C=N\NC(=O)c1cccc(S(=O)(=O)N(C)C)c1,0.6
O=C(NCc1cccc(C(F)(F)F)c1)O[C@H]1CC[C@@]23CCCN2C(=O)CCC[C@H]3C1,-3.3
C[C@@H]1CCN(C2CC2)S(=O)(=O)c2c(cccc2N2CCC[C@H]2C)O1,-6.2
CCCCN1CCS(=O)(=O)N(Cc2cn(Cc3ccc(C)cc3)nn2)C(C(=O)OC)C1 (configuration not stated),-0.1
O=C(NCCc1ccccc1)OCc1cn(Cc2ccc(Cl)cc2)nn1,-1.4
Cc1ccc(CN[C@@H]2CC[C@@]34CCCN3C(=O)CCC[C@H]4C2)o1,-2.1
CCOC(=O)[C@]12CCCC=C1N(Cc1ccc(OC)cc1)C(=O)[C@@H]2CC(=O)NCc1cccs1,-3.2
CCN(CC)C(=O)CC[C@H]1CC[C@]2(CCCN(S(=O)(=O)c3ccccc3)C2)O1,-4.8
O=C(COCc1ccccc1)N1CC[C@H]2[C@H](CCCN2Cc2cc(F)cc(F)c2)C1,1.7
O=[N+]([O-])c1ccc(CN2CCOCCOCCN(Cc3ccc([N+](=O)[O-])cc3Cl)CCOCC2)c(Cl)c1,3.0
COC(=O)[C@@]12CCCCC=C1N(CCc1ccc(Cl)cc1)C(=O)[C@H]2CC(=O)NCc1cccc(C(F)(F)F)c1,-4.1
C[C@H]1[C@@H](OC(=O)Oc2ccc([N+](=O)[O-])cc2)CC[C@@]23CCCN2C(=O)CCC[C@@H]13,-5.0

# A different layout for 15 compounds above.
PI4K2A block,Structure
2.5,COC(=O)[C@]12C[C@H](CC(=O)NCC34CC5CC(CC(C5)C3)C4)C(=O)N(Cc3ccc4c(c3)OCO4)C1=C[C@H](C(C)C)O[C@@H]2C1CC1
-0.9,COC(=O)[C@]12C[C@H](CC(=O)N3CCC(c4ccccc4)CC3)C(=O)N(Cc3ccccc3)C1=C[C@H](COCc1ccccc1)O[C@@H]2C
3.8,CC(C)c1ccc(NC(=O)O[C@@H]2CC[C@@]34CCCN3C(=O)CCC[C@H]4C2)cc1
0.1,CCCC1CCC2(CC1)CCC2OC(=O)Nc1ccccc1C (configuration not stated)
5.8,CCOC(=O)[C@]12CCCC3=C1N(CCC3)C(=O)[C@@H](CC(=O)N1CCC(c3ccccc3)CC1)C2
-5.2,Nn1c(SCC(=O)N2c3ccccc3Sc3ccc(Cl)cc32)nnc1-c1cc(-c2ccc(F)cc2)n[nH]1
-1.6,C=CCN1C(=O)[C@@H](CC(=O)N2CCN(C(=O)OCC)CC2)[C@]2(C(=O)OC)CCCCC=C12
-8.2,COc1ccc(NC(=O)N2CCC(c3nc4ccc(Cl)cc4[nH]3)CC2)cc1OC
-4.8,C[C@H]1[C@@H](NC(=O)C2CCOC2)CC[C@@]23CCCN2C(=O)CCC[C@@H]13 (some centres not stated)
-0.4,O=C(NCCc1c[nH]c2ccccc12)OCc1cn(-c2ccc(Cl)cc2)nn1
23.5,O=C(Cn1c(-c2cncs2)nc2ccccc21)N1CCCCC1
1.6,COc1ccc(NC(=O)CSc2nnc(-c3n[nH]c4c3CCC4)n2N)cc1OC
4.1,C=CCc1cccc(C=NNC(=O)c2ccco2)c1O
2.3,CCCC/C=C1/[C@H](CC)N(C)C2=N[C@@H](c3ccccc3)CC(=O)N21
0.6,CCOc1ccc(Oc2c(Cl)c(Br)nn(Cc3cccc4ccccc34)c2=O)cc1

# The list continues:
SMILES,PI4K2A block
COc1cccc(CC(=O)O[C@@H]2CCC[C@@]3(C(=O)N(Cc4ccccc4)c4ccccc43)[C@H]2NC(=O)CCc2ccccc2)c1,-0.8
CN1C2=NC(c3ccc4ccccc4c3)CC(=O)N2/C(=C\c2ccccc2)C1c1ccccc1C(F)(F)F (configuration not stated),-2.8
N#CCC[C@H]1CC[C@]2(CCCN(C(=O)C3CCCC3)C2)O1,-4.0
COC(=O)[C@H]1C[C@@]2(N3CCCC3)c3ccccc3N(C(=O)OC(C)(C)C)[C@H]2N1C(=O)OC(C)(C)C,-1.3
Cc1ccccc1CN1CCCCC(NC(=O)C2CCCC2)C1=O (configuration not stated),1.3
CCOC(=O)[C@]12CCCC3=C1N(CCC3)C(=O)[C@@H](CC(=O)NCc1cccc(C(F)(F)F)c1)C2,4.8
CC/C=C\[C@H](O)[C@H](O)C1=C(C)C(=O)[C@]2(O1)C(=O)N[C@@](OC)(C(=O)c1ccccc1)[C@@H]2O,0.1
CN(C(=O)[C@@H](C1CC1)[C@@H](O)c1ccc2ccccc2c1)c1ccccc1,-1.3
Cc1nc(SCC(=O)N(C)c2ccccc2)[nH]c(=O)c1C,-2.0
CCOC(=O)CC[C@@]1(C(=O)OCC)C[C@@H](CC(=O)NCc2ccc(OC)c(OC)c2)C(=O)N2CCCC=C21,1.7
N#Cc1cccc(-c2ccccc2C(=O)NC2CCCCN(Cc3ccc(Cl)cc3)C2=O)c1 (configuration not stated),2.3
COc1ccccc1C(=O)n1ccc2ccc(-c3ccc4ccn(Cc5ccccc5)c4c3)cc21,2.2
N#CSCC(=O)O,0.3
CC(C)n1nnnc1C1(C)CSCC(=O)N1Cc1cccc(F)c1 (configuration not stated),-2.6
CCCCOCCCNC(=O)C[C@@H]1C(=O)N2CCCC3=C2[C@@]1(C(=O)OCC)CCC3,-0.3
CNc1nc(N)c([N+](=O)[O-])c(Nc2cccc(OC)c2)n1,0.8
COc1ccc(OC)c(S(=O)(=O)N2CCCCC2C(=O)N2CCN(CCO)CC2)c1 (configuration not stated),2.5
Cc1ccc(C(=O)NC2CCCCN(Cc3ccc(Cl)cc3)C2=O)c(C)c1 (configuration not stated),-2.5
COc1cccc(N2CCN(CC(=O)NCc3ccc(F)cc3)CC2)c1,3.5
CN1CCN(c2ccc3c(c2)Oc2ccccc2CN(Cc2cn(Cc4cccc(C(F)(F)F)c4)nn2)S3(=O)=O)CC1,4.1
CC(C)(C)OC(=O)n1cc(-c2ccccc2)c2c(-c3ccccc3)c(O)ccc21,-0.4
Cc1ccc(CSc2nnc(-c3cc(-c4ccc(F)cc4)n[nH]3)n2N)cc1,7.4
Cc1ccc(-c2nc(C3CCCN(S(=O)(=O)c4cccs4)C3)no2)cc1 (configuration not stated),-4.3
Cc1cccc(Cn2cc(COC(=O)NCCc3ccccc3)nn2)c1,1.9
COc1ccc(Cn2ccc3ccc(-c4ccc5ccn(Cc6ccc(OC)cc6)c5c4)cc32)cc1,3.1
CCN(CC)C(=O)CSc1nnc(-c2ccc(C(C)(C)C)cc2)n1Cc1ccco1,-2.0
O=C(CSc1nnc(-c2ccc(Cl)cc2)n1-c1ccccc1)NN=Cc1c[nH]c2ccccc12,-4.5
Cc1ccc(Cn2cc(CN3CC=CS3(=O)=O)nn2)cc1,-4.3
Nn1c(SCC(=O)Nc2cccc3ccccc23)nnc1-c1cc(-c2ccc(Cl)cc2)n[nH]1,-11.1
O=C(NCc1ccccc1)OCCN1C(=O)CCC12CCC(c1ccccc1)CC2 (configuration not stated),-2.0
COc1ccc(CN[C@@H]2CC[C@@]34CCCN3C(=O)CCC[C@H]4C2)cc1,-3.5
CCOC(=O)[C@@]12CCCC3=C1N(CCC3)C(=O)[C@H]2CC(=O)N1CCCC1,5.4
C=CCN1C(=O)[C@@H](CC(=O)NCc2cccc3ccccc23)[C@]2(C(=O)OC)CCCCC=C12,-5.6
COc1cccc(-c2ccc(CC[C@H]3O[C@H]4CC[C@@H](CO)O[C@H]4C[C@H]3NS(C)(=O)=O)cc2)c1,2.5
COC(=O)[C@]12C[C@H](CC(=O)N3CCCC3)C(=O)N(CCc3ccc(OC)c(OC)c3)C1=C[C@H](COCc1ccccc1)O[C@@H]2C,-3.8
C(#CC1=CCCCC1)CNCC1CC1,1.2
O=C(Cn1nc(-c2ccccc2)ccc1=O)NCCc1ccc(F)cc1,-2.6
C=CCN1[C@H](Cc2ccccc2)COc2cccc(N3CCSCC3)c2S1(=O)=O,0.6
Cc1cc(C)cc(C(=O)OCCN(C)C2CN(Cc3cn(Cc4cccc(F)c4)nn3)S(=O)(=O)C2)c1 (configuration not stated),-5.3
Cc1ccc(S(=O)(=O)N2CCCC2C(=O)N2CCc3ccccc3C2)cc1C (configuration not stated),2.7
O=C(NC1CCCC1)C1CCN(S(=O)(=O)c2ccc3[nH]c(=O)oc3c2)CC1,-1.6
CC(C)NC(=O)N[C@@H]1C[C@@H]2O[C@H](CO)CC[C@@H]2O[C@@H]1CCc1ccc(-c2ccccc2F)cc1,-3.2
COc1ccc(-n2c(SCC(=O)Nc3ccc(S(=O)(=O)Nc4nccs4)cc3)nnc2-c2cccs2)cc1,-8.7
O=C(Nc1ccc(C(O)(C(F)(F)F)C(F)(F)F)cc1)c1c(F)cccc1F,1.5
Cc1ccc(CN2CCCCC(NC(=O)c3ccccc3)C2=O)cc1 (configuration not stated),0.0
COc1ccc(NC(=O)N2CCC(N(C)CCC(C)C)CC2)cc1OC,-1.5
O=C(CSc1nnc(COc2ccccc2)n1-c1ccc(Cl)cc1)Nc1ccccc1-c1ccccc1,-1.7
CCCCCCC[C@H](N)[C@H](O)C(=O)N(C)[C@@H](CCS(C)=O)C(=O)N[C@@H](Cc1ccc(O)cc1)C(=O)O (some centres not stated),-11.4
CCCCc1ccc2nc(NC(=O)c3ccco3)sc2c1,-3.9
COc1ccc(N2CCN(CCNS(=O)(=O)c3c(C(C)C)cc(C(C)C)cc3C(C)C)CC2)cc1,-2.3
CCC(=O)N[C@H]1C[C@@H]2O[C@@H](CO)CC[C@@H]2O[C@@H]1CCc1ccc(-c2cccc(OC)c2)cc1,0.7
C#CCNC(=O)C[C@H]1C[C@@]2(C(=O)OC)C(=C[C@H](COCc3ccccc3)O[C@@H]2C)N(Cc2ccco2)C1=O,-0.7
CCOC(=O)CNC(=O)CSc1nnc(-c2cccs2)o1,2.0
CC(C)c1ccc(NC(=O)CSc2nnc(-c3ccco3)n2C)cc1,2.6
O=C(NCCCc1ccccc1)[C@H](CO)NC1(C(=O)NCCc2c[nH]c3ccccc23)CCCCC1,1.6
CC(C)C[C@H](NC(=O)[C@H](Cc1ccccc1)NC(=O)c1cnccn1)B(O)O,2.7
CCOC(=O)Cn1cc(CN2C(C(=O)OC)CN(Cc3ccc(Cl)cc3)CCS2(=O)=O)nn1 (configuration not stated),-12.2
O=[N+]([O-])c1cnc2ccccc2c1Sc1ccccc1,5.8
CCCCOC(=O)CCCCCCCCC(=O)OCCCC,-3.0

# Only part of the results is shown; the hit share may differ from the screen's.
